# Bioassay records as filed in PubChem.
# Lmaj promast: reduces viability of Leishmania major promastigotes | actives 9% (n = 200,000) | resazurin fluorescence viability | inhibition, % at 10 µM; in the data active = inhibition above about 50%;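 note: promastigotes grown with compound for 44 hours at 28 °C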
# PPARg SRC-1 ag: agonists of human PPARgamma SRC-1 coactivator recruitment; P37231; PPARgamma-SRC-1 coactivator recruitment biochemical assay; activation, % at 8 µM; actives 0.41% (n = 200,000); AID 631; in the data active = activation above about 19%;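 note: 0% = DMSO and 100% = reference agonist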
# Target sequence (P37231 whole entry, looked up): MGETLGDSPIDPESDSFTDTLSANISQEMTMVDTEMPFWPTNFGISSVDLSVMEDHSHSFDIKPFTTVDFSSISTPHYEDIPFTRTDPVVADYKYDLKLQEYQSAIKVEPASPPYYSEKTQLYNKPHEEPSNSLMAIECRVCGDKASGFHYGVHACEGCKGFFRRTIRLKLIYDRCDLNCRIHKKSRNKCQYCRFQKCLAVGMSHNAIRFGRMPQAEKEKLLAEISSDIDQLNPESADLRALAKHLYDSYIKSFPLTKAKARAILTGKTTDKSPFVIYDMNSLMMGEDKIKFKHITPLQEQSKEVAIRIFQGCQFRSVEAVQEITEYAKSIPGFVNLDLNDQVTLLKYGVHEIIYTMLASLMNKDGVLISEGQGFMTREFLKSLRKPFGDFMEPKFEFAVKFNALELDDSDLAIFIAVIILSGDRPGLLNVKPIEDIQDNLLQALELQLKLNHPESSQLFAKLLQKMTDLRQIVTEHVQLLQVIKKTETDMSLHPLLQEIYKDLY
# S1P3 antag: blocks the human S1P3 receptor. Q99500. CHO S1P3 NFAT-BLA reporter, FRET fluorescence, antagonist mode. inhibition, % at 4.98 µM. actives 0.27% (n = 170,000);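 active = inhibition above the plate cutoff, the mean inhibition of test wells on that plate plus 3 SD, cut at about 28% in these data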;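 note: cells challenged with S1P at its EC80 of 0.8 µM; blue over green emission ratio from cleaved BLA substrate after 4 h stimulation; 0% = S1P-stimulated wells and 100% = unstimulated DMSO-only wells; some compounds past the cut are filed as inactive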
# HMGR II inh: E. faecalis class II HMG-CoA reductase inhibition; actives 0.41% (n = 190,000); AID 1066; purified E. faecalis HMGR, NADPH absorbance 340 nm kinetic; inhibition, % at 10 µM;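 active = inhibition above a set limit, the median over all tested compounds plus 3 SD, cut at about 9.5% in these data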;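 note: enzyme runs in reverse so mevalonate oxidation gives rising NADPH absorbance; 0% = complete reaction with DMSO and 100% = background rate lacking mevalonate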
# PPARg SRC-2 ag: promotes SRC-2 coactivator recruitment by human PPARgamma; actives 0.34% (n = 200,000); PPARgamma LBD-SRC-2 recruitment, biochemical; activation, % at 8 µM; P37231; in the data active = activation above about 22%;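 note: 0% = vehicle and 100% = reference agonist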
# ROMK primary: modulates human ROMK potassium channel activity | Tet-inducible ROMK, thallium flux fluorescence; actives lie on both sides | B-score at 10 µM | actives 2% (n = 130,000);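 active = signal ratio slope over the read window, or its plate-corrected B-score, at least 3 SD from the plate mean, either direction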;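 note: B-score of the F/F0 ratio slope over 7 to 12 s after thallium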
# Target sequence (P48048 whole entry, looked up): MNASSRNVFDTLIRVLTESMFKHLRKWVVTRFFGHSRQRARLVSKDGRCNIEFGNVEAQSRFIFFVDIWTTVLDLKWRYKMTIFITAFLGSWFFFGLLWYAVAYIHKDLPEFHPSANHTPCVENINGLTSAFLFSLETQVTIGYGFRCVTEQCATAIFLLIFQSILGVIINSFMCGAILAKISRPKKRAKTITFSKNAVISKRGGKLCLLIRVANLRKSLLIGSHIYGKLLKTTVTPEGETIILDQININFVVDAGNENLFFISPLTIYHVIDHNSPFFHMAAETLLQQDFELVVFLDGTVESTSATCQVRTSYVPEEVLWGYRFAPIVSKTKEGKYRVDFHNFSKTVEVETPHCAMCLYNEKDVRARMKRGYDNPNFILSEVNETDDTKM
# TR-FRET SRC-2 ct: flags TR-FRET format artefacts in PPARgamma SRC-2 recruitment agonist screen; TR-FRET artefact counter-screen; active compounds read high; TR-FRET ratio at 8 µM; actives 0.4% (n = 200,000); AID 1049; in the data active = TR-FRET ratio above about 2000; note: inactives centre near 1500; reference of the scale not given here
# DTT redox prof: compounds producing H2O2 with reducing agent – biochemical, NIH compound library profiling, artefact control for MLSCN library redox annotation, primary screen; DTT-dependent redox cycling H2O2, phenol red/HRP absorbance; 100% = 100 µM peroxide control, 0% = buffer; activation, % at 10 µM; actives 0.03% (n = 200,000); AID 878;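 active = activation of at least 50% relative to the plate's high and low controls in the primary single-dose screen; inactive = activation below 50%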;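 note: compound incubated with DTT at 0.8 mM final as the reducing agent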
# bIAP inhibitor: blocks bovine intestinal alkaline phosphatase activity | inhibition, % at 20 µM | 190,000 tested, under 10 active | purified bovine IAP, CDP-star luminescence, 30 min;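 active = over 50% inhibition of intestinal alkaline phosphatase at 20 µM in the single-dose screen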
#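 Assay system: bovine IAP enzyme; medium: DEA buffer 100 mM, pH 9.8, with MgCl2 1.0 mM, ZnCl2 0.02 mM; doses: 20 µM single dose; incubation: enzyme reaction for 30 min at room temperature; detection: CDP-star luminescence signal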
# RAM network inh: yeast RAM network inhibition; S. cerevisiae dse1pr::URA3 reporter, 5-FOA growth OD615, 2 d; analog-sensitive cbk1-as2 kinase mutant strain; inhibition, % at 50 µM; actives 1.8% (n = 190,000); AID 868;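 active = inhibition above a set limit, 3 SD over mean compound inhibition, cut at about 8.4% in these data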;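 note: 0% = DMSO-only wells with no growth and 100% = 10 µM 1-NA-PP1 full growth; inhibition rescues growth on 5-FOA so higher OD means more RAM inhibition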
# PPARg SRC3 recr: agonists of human PPARgamma SRC-3 coactivator recruitment | actives 0.26% (n = 200,000) | AID 731 | activation, % at 8 µM | biochemical PPARgamma/SRC-3 coactivator recruitment assay; in the data active = activation above about 23%;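 note: 0% = DMSO and 100% = reference agonist; some compounds past the cut are filed as inactive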
# * marks the source's active call; other numbers are inactive results; nt = not tested or not shown. Outcome played no part in choosing rows; about 13% have a hit in one of these screens.
SMILES,Lmaj promast,PPARg SRC-1 ag,S1P3 antag,HMGR II inh,PPARg SRC-2 ag,ROMK primary,TR-FRET SRC-2 ct,DTT redox prof,bIAP inhibitor,RAM network inh,PPARg SRC3 recr
Nc1ccc(Br)c2cccnc12,-4,-2,-11,1,2,0.029,1636,-0.4,5,1.9,6
Cc1cc(C)cc(C(=O)Nc2ccc(N3CCCC3)cc2)c1,14,13,-15,0,-1,1,1747,-0.6,-16,0.6,4
COC(=O)C1=CN(Cc2cccs2)C=C(C(=O)OC)C1c1ccc(OC)cc1OC,98*,-2,-22,-4,-1,-0.0023,1423,-0.5,-51,2.4,1
O=C(Nc1ccc2c(c1)OCCO2)C1CCN(c2ncccn2)CC1,-1,5,4,4,-5,-0.36,1456,0.0,1,0.7,1
Fc1ccccc1-c1nc(N2CCCCC2)c2ccccc2n1,35,-1,16,3,-1,-1.5,1429,0.4,40,-1.2,-4
O=C(c1ccc(C#CC2(O)CCCCC2)cc1)N1CCN(C(c2ccccc2)c2ccccc2)CC1,46,1,nt,-3,-4,nt,1521,-7.9,-8,2.5,-3
CCc1cccc(NC(=S)N(CCCN2CCOCC2)C(C)c2cc3cccc(OC)c3o2)c1 (stereo not drawn),17,9,-3,-4,4,nt,1523,-0.9,10,-1.1,5
COc1ccc(OC(=O)c2cnn(-c3ccccc3)c2C)cc1,-8,1,nt,-8,6,-0.05,1714,-0.2,11,-0.1,-5
Cc1ccc(-c2ccc(S(=O)(=O)N3CCN(C)CC3)cc2)cc1,-9,-2,-33,-5,1,nt,1405,-1.3,6,0.2,5
O=C(NC(=S)Nc1cc(C(F)(F)F)ccc1N1CCOCC1)c1sc2ccccc2c1Cl,7,3,3,-3,1,nt,1466,0.6,nt,1.6,0
O=C(c1cc(=O)c2ccccc2o1)N1CCCc2ccccc21,5,1,-4,-4,6,0.023,1497,2.7,8,1.1,0
Cc1ccc(/C=N/n2c(C)nc3ccccc3c2=O)s1,2,5,-10,-5,7,-0.13,1683,-0.1,-10,1.0,4
CC(C)OC(=O)c1cccc(-c2ccc(C=O)o2)c1,88*,7,-4,5,9,nt,1672,0.0,-4,-0.1,4
COc1ccc(CCNC(=O)c2cnc3scc(C)n3c2=O)cc1OC,-1,3,14,5,7,nt,1683,-0.5,7,-1.2,8
C=CCNCCCOc1ccc(C)cc1Br,94*,3,-10,2,13,-1.2,1674,-0.5,9,0.0,3
CCCc1cc(C(=O)Nc2sc3c(c2C#N)CCC3)no1,-10,10,24,-3,1,nt,1406,0.3,8,2.8,5
CC(=O)C1=C(O)CC(C)(C)CC1=NCc1nc2ccccc2[nH]1,-1,8,-11,-2,-7,-0.57,1640,5.5,-5,1.9,0
Cn1c(SCCOc2ccc(Cl)cc2)nnc1-c1ccncc1,-6,4,-26,2,8,0.84,1477,0.1,4,1.4,-5
COc1ccc(-c2[nH]ncc2CN2CCCCCCC2)c(OC)c1,7,1,-175,0,-1,0.0008,1586,-1.2,-1,1.5,1
COc1ccc(NC(=O)C(=O)NCc2ccncc2)c(OC)c1,38,-2,nt,-1,8,nt,1713,-4.3,4,-0.3,6
Cc1ccc(C2NC(c3ccc(C)cc3)C(C)C(=NO)C2C)cc1 (stereo not drawn),8,-8,nt,4,-2,nt,1561,1.4,5,0.4,-2
C=CCNc1sc(C(=O)c2ccc(Br)s2)c(N)c1C#N,-2,2,nt,0,2,-3.6*,1558,1.0,28,6.7,2
COc1ccc(N2Cc3ccccc3C2=NC(=O)c2cccc([N+](=O)[O-])c2)cc1,-4,9,-2,0,-2,nt,1512,0.8,14,1.5,-2
O=C(COC(=O)/C=C/c1ccc2c(c1)OCO2)NC1CC1,27,4,-3,-6,-1,nt,1510,0.3,4,3.0,-1
COc1ccc(N(CC(=O)Nc2ccccc2C(=O)O)S(=O)(=O)c2ccc(C)c([N+](=O)[O-])c2)cc1,0,0,-6,-10,-9,0.49,1549,0.2,-1,5.4,-1
CC(Sc1ccccn1)C(=O)Nc1ccccc1 (stereo not drawn),-1,4,-16,1,5,0.0038,1560,0.4,18,0.8,-12
O=C(/C=C/c1ccccc1Cl)NCCc1ccc(F)cc1,39,2,2,-1,1,nt,1591,-0.9,5,1.4,5
CCC1=NN(S(=O)(=O)c2ccc(C)cc2)C(O)(C(F)(F)F)C1 (stereo not drawn),-5,5,-5,1,9,0.6,1704,-1.0,-2,1.3,7
Cc1nc(-c2cccc(N)c2)cs1,-7,3,-22,0,6,nt,1469,-0.8,17,0.0,14
COc1ccc(CCNC(=O)CN2CCC(C)CC2)cc1OC,-3,1,nt,-2,8,0.035,1617,0.1,-19,2.5,-4
CCNc1nc(NC#N)nc(SCC(=O)OCC)n1,-5,6,-13,-3,4,nt,1439,1.8,5,0.9,6
COc1ccc(C2C(C(=O)NCCN3CCOCC3)c3ccccc3C(=O)N2C)cc1OC (stereo not drawn),0,9,nt,0,9,-0.014,1591,-3.6,1,1.9,1
COc1cc(Br)c(C(C)NC(=O)c2cccc(Br)c2)cc1OC (stereo not drawn),18,5,nt,1,-2,nt,1263,-3.8,-1,1.3,11
CC(=O)NCCn1ccc2ccccc21,-4,0,2,-2,2,nt,1460,0.6,-4,-1.1,-3
COc1ccc(-c2nc(-c3ccccc3)c(-c3cc([N+](=O)[O-])ccc3C)[nH]2)cc1O,32,5,nt,-2,3,nt,1543,0.5,-2,0.3,16
O=C(Nc1ccccc1C(=O)NCc1cccnc1)c1ccc(Cl)cc1Cl,1,-4,-5,-7,-13,0.0089,1455,0.0,20,0.1,2
C=CCNC(=S)Nc1ccc(C)c(S(=O)(=O)N2CCCCC2)c1,9,-4,11,1,9,-0.23,1684,0.6,14,1.5,4
CC1=C(C(=O)N2CCCCC2)C2(CCC(C)CC2)OC1=O (stereo not drawn),-6,-2,-12,-4,14,nt,1562,-0.6,-1,0.5,14
COCC(C)NC(=O)Cc1ccc(F)cc1 (stereo not drawn),-2,2,-4,-4,1,0.52,1377,-0.2,6,1.1,-1
CN(C)CCCNC(=O)CCc1ncc(C(F)(F)F)cc1Cl,-3,4,-13,1,0,-0.077,1525,0.2,-12,-0.1,-3
Cc1ccc(S(=O)(=O)n2c([N+](=O)[O-])cnc2C)cc1C,-6,2,9,-1,3,0.86,1606,0.2,6,0.1,7
CCOc1ccc2nc(NC(=O)COC)sc2c1,5,-6,nt,0,-6,nt,1301,0.4,10,0.8,-1
O=c1cc(CSc2ccc(Cl)cc2)nc(-c2ccccc2)[nH]1,-5,11,-29,5,6,-1,1423,-0.3,-4,2.5,3
CC(=O)c1ccc(NS(=O)(=O)c2ccc(N)cc2)cc1,2,1,-44,-2,3,1,1499,0.3,-2,1.3,9
CC1CN(Cc2c(O)ccc3c(=O)c(-c4ccccc4)coc23)CC(C)O1 (stereo not drawn),18,4,-5,3,3,-1,1580,0.2,8,-0.3,4
CCn1c(SCc2nnc(-c3ccccc3)o2)nnc1-c1ccc(S(=O)(=O)N2CCCC2)cc1,99*,2,14,0,13,-0.79,1662,0.2,-6,0.8,11
FC(F)(F)c1ccc(Oc2ccc(Cl)cc2Br)nc1,-7,11,-20,-2,4,0.2,1526,-0.8,-3,1.0,2
O=C(Cn1c(CC(=O)N2CCCC2)nc2ccccc21)NCc1ccccc1,-3,3,-28,-10,-1,0.34,1733,-0.8,6,3.1,-4
Cc1ccc(C(=O)Nc2nc(-c3ccc([N+](=O)[O-])cc3)cs2)o1,-8,-4,-9,-1,3,1,1418,0.2,4,0.5,2
Clc1cccc(Cl)c1CO/N=C/c1c(-c2ccccc2)nc2n1CCS2,37,3,nt,-13,-3,nt,1491,-6.6,10,4.5,5

# Following part
SMILES,Lmaj promast,PPARg SRC-1 ag,S1P3 antag,HMGR II inh,PPARg SRC-2 ag,ROMK primary,TR-FRET SRC-2 ct,DTT redox prof,bIAP inhibitor,RAM network inh,PPARg SRC3 recr
CC(OC(=O)c1ccc([N+](=O)[O-])s1)C(=O)Nc1ncc(Cl)cc1Cl (stereo not drawn),100*,3,-29,0,4,-0.62,1479,-0.3,4,2.7,-7
CCc1nnc(NC(=O)CSc2ncc(-c3ccccc3)n2C)s1,-2,2,-18,-1,2,0.36,1664,0.7,-3,0.0,3
O=C(CSc1nnc(CNc2ccc(F)cc2)n1Cc1ccccc1)NCc1ccco1,-6,0,1,-2,1,nt,1619,-0.3,0,2.1,12
Brc1ccc(-c2nc(N/N=C/c3cccnc3)c3ccccc3n2)cc1,0,2,nt,2,3,nt,1568,1.3,-9,-0.2,-4
Cc1c(C(=O)N2CCN(c3ccccn3)CC2)sc2ncnc(N3CCOCC3)c12,2,2,nt,-3,1,0.94,1491,0.3,7,0.3,5
CCOC(=O)c1ccc(NC(=S)Nc2ccccn2)cc1,0,3,nt,-6,6,nt,1438,2.4,19,1.4,1
Cc1ccc(CS(=O)(=O)c2nc3c(c(N(C)C)n2)CCCC3)cc1,5,5,-16,nt,0,0.59,1514,-0.8,-7,2.5,0
COc1ccc(N2CCN(C(C)C(=O)N3CC(C)OC(C)C3)CC2)cc1 (stereo not drawn),-2,10,-2,-1,6,0.034,1553,-1.2,-3,0.1,-1
CNC(=O)c1cc2cc(OC)ccc2n1CCN(Cc1ccccc1)Cc1ccccc1,100*,-2,nt,-3,1,-0.045,1289,0.3,37,-0.6,-6
O=c1c(-c2ccc(O)cc2)coc2cc(OC3OC(CO)C(O)C(O)C3O)ccc12 (stereo not drawn),-5,-2,-1,-3,1,0.84,1416,0.6,14,0.5,0
Cc1cc(C)cc(NC(=O)CN2CCC(NC(=O)Cc3ccccc3)CC2)c1,2,-2,nt,-1,-4,0.12,1460,-4.0,5,-0.1,10
CCc1ccc(NC(=O)N(CCN2CCOCC2)C2CCN(C(C)=O)CC2)cc1,-4,-12,4,-10,-9,-0.0056,1395,-0.2,2,2.2,-5
CCOc1cccc(-c2nnc(SCC(=O)Nc3ccc(OC)c(OC)c3)n2N)c1,-5,9,-12,-2,-2,nt,1570,0.2,-1,1.9,14
Cc1cc(/N=C/N(C)C)on1,-3,-1,-21,-1,1,nt,1433,2.3,10,-0.3,-6
CN(C)C(/C=C/Nc1ccc(F)cc1F)=C(C#N)C#N,17,4,nt,-1,-2,nt,1431,1.6,23,-0.1,2
COCCOC(=O)C1=C(C)N=c2s/c(=C\c3cccs3)c(=O)n2C1c1cccs1 (stereo not drawn),8,-2,-15,-4,6,nt,1423,4.6,17,6.6,-2
CCC1CCCCN1C(=O)CSc1nc(N)cc(N)n1 (stereo not drawn),0,0,-10,0,0,-0.51,1990*,-0.2,3,0.8,1
O=C(Nc1ccccc1C(=O)N1CCOCC1)C1CC(=O)N(C2CCCC2)C1 (stereo not drawn),0,4,-48,0,8,nt,1650,0.2,2,1.4,-5
